# Screens as filed in PubChem BioAssay.
# hIAP act = human IAP activators, primary screen, biochemical, luminescence, uHTS; purified human IAP, CDP-Star luminescence, 30 min; hits give high values; 1 = vehicle-only enzyme, 0 = enzyme-free background; Intestinal-type alkaline phosphatase (Homo sapiens), P09923; hit rate 0.16% among 330,000; activation factor at 10 µM;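 active = activation factor of the enzyme at least 2-fold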; note: the source names both 10 and 20 µM as test concentration; values of inactives mirror those of a sister screen read the other way
# MIN6 prolif = inducers of MIN6 beta-cell proliferation, primary screen, ATP luminescence, uHTS | MIN6 cells proliferation, ATPlite luminescence, 48 h; cells starved in 0.2% serum; 100% = growth in 10% serum | proliferation, % at 10 µM | hit rate 0.29% among 330,000;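 active = compounds whose signal lies at least 3.5 SD above the mean of all wells on their plate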;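 note: 0% = DMSO-treated cells in low-serum medium and 100% = 10% serum control; some compounds called inactive have numbers as strong as hits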
# ATG4B inhibitor = ATG4B protease inhibitors, primary screen, biochemical, fluorescence, uHTS; hit rate 0.51% among 340,000; ATG4B cleavage of LC3-PLA2, NBD-HPC fluorescence, 1 h; inhibition, % at 8.33 µM; AID 504462, 2011; in the data active = inhibition above about 40%
# Target sequence (Q9Y4P1 whole entry, looked up): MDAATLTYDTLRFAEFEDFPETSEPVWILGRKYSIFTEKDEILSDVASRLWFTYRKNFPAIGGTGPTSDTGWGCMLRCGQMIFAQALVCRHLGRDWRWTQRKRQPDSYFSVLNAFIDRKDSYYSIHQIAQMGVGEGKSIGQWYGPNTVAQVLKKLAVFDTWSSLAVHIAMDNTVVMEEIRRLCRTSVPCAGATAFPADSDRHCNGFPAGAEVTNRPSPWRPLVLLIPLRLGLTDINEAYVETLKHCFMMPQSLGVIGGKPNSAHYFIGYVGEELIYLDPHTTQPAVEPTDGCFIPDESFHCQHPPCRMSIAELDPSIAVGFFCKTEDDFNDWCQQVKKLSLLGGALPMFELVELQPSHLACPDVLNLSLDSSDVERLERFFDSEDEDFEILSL
# hIAP inh = human IAP inhibitors, primary screen, biochemical, luminescence, uHTS; purified IAP, CDP-Star luminescence, 30 min; inhibition, % at 10 µM; Intestinal-type alkaline phosphatase (Homo sapiens), P09923; AID 2544, 2010; hit rate 0.12% among 330,000;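 active = inhibition reaching a set limit with compound at 10 µM in the primary screen, cut at about 35% in these data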;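 note: plate controls were DMSO wells with enzyme for no effect and no-enzyme buffer wells for full effect; values of inactives mirror those of a sister screen read the other way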
# APOBEC3G inh = APOBEC3G DNA deaminase inhibitors, primary screen, biochemical, fluorescence, single-stranded DNA substrate, uHTS. DNA dC->dU-editing enzyme APOBEC-3G (Homo sapiens), Q9HC16. AID 493012, 2011. recombinant A3G, ssDNA deamination FAM/TAMRA fluorescence. inhibition, % at 20 µM. hit rate 0.28% among 330,000;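 active = inhibition of at least 40% at 20 µM, with no more than 30% in the related APOBEC3A deaminase screen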;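 note: plate controls were DMSO wells with A3G for no effect and wells lacking A3G enzyme for full effect; some compounds called inactive have numbers as strong as hits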
# Target sequence (Q9HC16 whole entry, looked up): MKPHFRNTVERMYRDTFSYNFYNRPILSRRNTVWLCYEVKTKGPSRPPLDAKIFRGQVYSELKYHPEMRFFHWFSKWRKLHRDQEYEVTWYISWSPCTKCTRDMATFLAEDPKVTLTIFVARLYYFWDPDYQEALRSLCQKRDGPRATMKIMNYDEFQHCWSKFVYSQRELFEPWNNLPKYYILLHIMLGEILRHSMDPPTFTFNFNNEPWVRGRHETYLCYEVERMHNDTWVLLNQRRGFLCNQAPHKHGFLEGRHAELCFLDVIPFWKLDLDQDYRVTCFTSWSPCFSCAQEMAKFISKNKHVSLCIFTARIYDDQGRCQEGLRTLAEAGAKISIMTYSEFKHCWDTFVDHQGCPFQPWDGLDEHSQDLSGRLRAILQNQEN
# mIAP activ = activators of mouse IAP, primary screen, biochemical, luminescence, uHTS; activation factor at 10 µM; hit rate 0.24% among 330,000; AID 2805, 2010; muIAP, CDP-Star luminescence, 30 min; hits give high values; 1 = vehicle-only enzyme signal, 0 = enzyme-free wells;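 active = activation factor of at least 2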; note: the source names both 10 and 20 µM as test concentration; values of inactives mirror those of a sister screen read the other way
#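 System: Mouse IAP enzyme | Also added: CDP-Star substrate | Dosing: Compounds dispensed in DMSO | Schedule: 30 min enzyme-substrate-compound incubation at room temperature | Technique: Chemiluminescence readout | Control set: DMSO-only wells and no-enzyme negative control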
# mIAP block = inhibitors of mouse IAP, primary screen, biochemical, luminescence, uHTS. intestinal alkaline phosphatase [Mus musculus]. purified mouse IAP, CDP-Star luminescence, 30 min. inhibition, % at 10 µM. hit rate 0.2% among 330,000;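 active = inhibition of at least 40% at 10 µM in the primary screen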;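 note: plate controls were DMSO with enzyme for no effect and no enzyme wells for full effect; values of inactives mirror those of a sister screen read the other way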
# MPTP inh = mitochondrial permeability transition pore inhibitors, primary screen, biochemical, isolated mouse mitochondria, absorbance. Ca2+ swelling absorbance, 30 min. inhibition, % at 10 µM. hit rate 1.4% among 360,000. AID 602449, 2012;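 active = inhibition of 50% or more, scaled per plate between neutral and stimulator controls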;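 note: 0% = DMSO wells given calcium and 100% = 1 mM EGTA wells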
# A3A deaminase = APOBEC3A ssDNA deaminase inhibitors, primary screen, selectivity assay for APOBEC3G inhibitor project, biochemical, FAM/TAMRA oligo cleavage fluorescence | DNA dC->dU-editing enzyme APOBEC-3A (Homo sapiens), P31941 | recombinant A3A, FAM/TAMRA ssDNA deamination fluorescence | inhibition, % at 20 µM | hit rate 0.41% among 330,000 | AID 493011, 2011;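 active = at least 40% inhibition at 20 µM here, with at most 30% in a related deaminase screen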;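 note: plate controls were A3A with DMSO for no effect and wells lacking A3A enzyme for full effect; some results filed as inactive read as strong as hits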
# Target sequence (P31941 whole entry, looked up): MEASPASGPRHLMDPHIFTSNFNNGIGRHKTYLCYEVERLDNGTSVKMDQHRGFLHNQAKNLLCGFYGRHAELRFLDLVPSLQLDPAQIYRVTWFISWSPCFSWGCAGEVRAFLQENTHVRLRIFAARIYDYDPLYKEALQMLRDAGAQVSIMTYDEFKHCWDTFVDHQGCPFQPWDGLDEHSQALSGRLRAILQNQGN
# * marks the source's active call; other numbers are inactive results; . = not tested or not shown.
SMILES,hIAP act,MIN6 prolif,ATG4B inhibitor,hIAP inh,APOBEC3G inh,mIAP activ,mIAP block,MPTP inh,A3A deaminase
COc1ccc(C(=O)NNC(=O)CSc2nnc(C)n2C)cc1,1.1,2,2,-5,-6,1,-1,1.8,1
Cc1ccn2cc(CCNC(=O)C3CCCCC3)nc2c1,0.84,-3,-4,16,-6,0.98,2,0.4,-1
CCCOc1ccc(/C=N/NC(=O)CN(c2ccc(OCC)cc2)S(C)(=O)=O)cc1,1.3,0,-3,-25,-2,0.99,1,8.6,-3
CCSc1nnc(NC(=O)CCc2ccc(OC)cc2)s1,0.9,2,-1,10,-6,0.99,1,-1.2,0
NC(=O)N1CCC2(CC1)NC(=O)N(c1ccccc1)N2,1.1,-2,-4,-11,-5,0.96,4,-1.5,-1
CCN(CC)C(=O)C(=O)c1cccn1-c1cccc(-n2cccc2C(=O)C(=O)N(CC)CC)c1C#N,1.1,-1,4,-9,-3,1.1,-8,-0.8,-1
O=C(NC(=S)Nc1ccccc1N1CCCC1)c1ccccc1Br,1.1,-7,.,-13,-2,0.67,34,1.2,-1
CCn1c(SCC(=O)Nc2sc3c(c2C(N)=O)CCC(C)C3)nnc1-c1ccco1 (configuration not stated),0.94,-3,-11,6,-7,0.75,25,-1.5,0
CCN(CC)CCCNC(=O)c1cc(-c2cccc(Cl)c2)on1,0.98,-2,8,2,-4,0.95,4,12,7
N#CCSc1nnc(SCC#N)s1,1,-3,-4,0,12,0.95,5,2.5,9
CCN1C(=O)N[C@@H](c2ccc(Br)cc2)C(C(=O)OC)=C1C,1.1,-1,7,-14,-3,1,-3,-1.6,-1
COc1nonc1NC(=O)CSc1nc2ccccc2[nH]1,0.93,0,-6,7,-8,0.76,24,-2.8,-6
Nc1c(N)c2ccccc2oc1=O,1,-3,-2,0,-3,1,-3,-0.2,-2
CC(/C=C/c1ccccc1)=N/NC(=O)c1nc2nc(C)cc(C)n2n1,1.2,-3,-3,-23,-5,1.1,-15,-3.7,-5
O=C1CCC(C(=O)Nc2cc(C(F)(F)F)ccc2-n2cncn2)=NN1,1.1,-2,-3,-7,-6,1.1,-10,-0.8,-3
COc1cccc(CN2CCN(C(=O)c3cc(-c4cccnc4)nc4ccc(C)cc34)CC2)c1,0.92,4,-10,8,0,1,-1,7.9,0
O=C(Nc1ccc(Cc2ccncc2)cc1)C1CC1,1,-3,-5,-2,-6,1,0,-0.9,0
Cc1ccc(C(=O)Cn2c(=N)n(N)c3ccccc32)cc1,1.1,-1,-5,-11,4,0.93,7,0.8,-3
CC1=C(C(=O)Nc2ccccc2F)C(c2ccsc2)C2=C(CC(c3ccccc3)CC2=O)N1 (configuration not stated),1.2,-2,9,-16,-3,1.1,-14,-0.6,-4
CC(=O)c1ccc(S(=O)(=O)N(CC(=O)NC2CC2)Cc2ccc(F)cc2)cc1,0.96,1,-2,4,-8,1,-1,-0.4,-1
CCOc1ccc(Nc2ccc(S(=O)(=O)N3CCN(C)CC3)cc2[N+](=O)[O-])cc1OCC,0.9,0,-5,10,-3,0.86,14,-1.8,0
Nn1c(SCc2cc([N+](=O)[O-])cc3c2OCOC3)nnc1-c1cccnc1,0.94,-3,-4,6,-7,0.95,5,-1.3,2
O=C(CSc1nnc(CNC(=O)c2cccs2)o1)Nc1ccccc1C(F)(F)F,1.1,5,-4,-13,-10,0.96,4,-0.7,-7
O=C(NCCN1CCOCC1)c1cc(Sc2ccccc2Cl)nc2ccccc12,0.8,-1,.,20,-6,1,-1,.,-1
Cc1ccc(N(CC(=O)Nc2ccc3c(c2)OCCO3)S(=O)(=O)c2c(C)n[nH]c2C)cc1,1.3,1,2,-27,-1,1.1,-6,-0.4,1
# Further compounds follow:
SMILES,hIAP act,MIN6 prolif,ATG4B inhibitor,hIAP inh,APOBEC3G inh,mIAP activ,mIAP block,MPTP inh,A3A deaminase
CC(OC(=O)C1CSC2(c3ccc(F)cc3)CCC(=O)N12)C(=O)NC(N)=O (configuration not stated),0.93,-1,-1,7,-7,0.92,8,0.3,-3
CC(=O)c1cccc(NC(=O)CSCc2ccc(Br)cc2)c1,0.95,0,-11,5,-2,1.1,-7,-17,0
CCc1c(C(=O)N/N=C/c2cn[nH]c2-c2ccc(F)cc2)csc1C,1.6,-2,-23,-59,-7,1.2,-23,1.5,-3
Cc1ccc(-c2csc(NC(=O)CCCc3cccs3)n2)cc1,1.1,-1,-8,-6,-8,1.1,-12,1.9,-3
CN(C)S(=O)(=O)N1CCC(Oc2ccc(C(=O)NC3CCCCC3)cc2)CC1,1.1,-1,28,-5,-7,1.1,-8,-0.5,-2
Cc1nc2ncnn2c(C)c1Cc1ccc(Cl)cc1F,1.1,-3,-11,-6,-8,1,-2,0.2,-1
CN(Cc1ccon1)C(=O)CC1C(=O)NCCN1Cc1ccc(F)c(F)c1 (configuration not stated),1.1,2,-1,-10,-1,0.88,12,0.0,-5
Cc1cccc(NCCC(=O)c2ccc(Br)cc2)c1,0.91,-5,-5,9,-10,0.99,1,4.8,-9
Cc1ncc(CO)c2c1Oc1nc(-c3ccccc3)nc(SCC(=O)Nc3cccc(O)c3)c1C2,0.94,-3,4,6,-3,0.99,1,-1.0,-3
CCOC(=O)c1cc(CC)sc1NC(=O)COC(=O)c1ccccn1,1.1,5,-12,-8,-2,1,0,-1.3,7
CCOc1ccc(S(=O)(=O)N2CCCCC2)cc1NC(=O)CN1CCCC1c1cccs1 (configuration not stated),1.2,-7,-5,-18,-9,1.1,-11,-1.4,-1
CN(CC(=O)N1CCCC1)S(=O)(=O)c1ccc2ccccc2c1,1.1,1,-5,-10,4,1,-3,-0.4,2
CC1(C)CC(=O)C2=C(C1)Nc1ccccc1NC2c1ccc2c(c1)OCO2 (configuration not stated),1.2,0,-3,-19,-2,1,0,-0.2,-2
CC1=CC(C)(C)N2C(=O)C3(C(C#N)=C(N)OC4=C3C(=O)CC(C)(C)C4)c3cccc1c32 (configuration not stated),0.93,-3,.,7,-2,0.92,8,.,-2
COc1ccc(-c2nn(CCC#N)cc2C(=O)Nc2cccc(C(=O)O)c2)cc1OC,1.1,3,-2,-6,-4,1.1,-8,0.1,-4
Cc1cccc(C)c1N1CCN(C(=O)Nc2ccc3c(c2)OCCO3)CC1,1,-3,44*,0,-8,1.1,-7,5.3,-3
COc1cccc(NC(=O)NNC(=O)COc2ccc3ccccc3c2)c1,1.4,-3,-1,-35,-5,0.97,3,0.6,4
COCc1ccc(C(=O)N2CCc3c([nH]c4ccccc34)C2c2ccccn2)s1 (configuration not stated),0.87,0,-15,13,-7,1.1,-5,-5.2,-2
COc1cccc(C(=O)Nc2ccc(S(=O)(=O)Nc3onc(C)c3C)cc2)c1,1,2,-1,-2,3,1.1,-10,-2.1,6
CC(C)C(OC(=O)CN1C(=O)c2ccccc2C1=O)C(=O)NC1CCCC1 (configuration not stated),0.9,-5,0,10,-6,0.95,5,0.1,-3
Cc1ccccc1-n1c(SCc2c(C)noc2C)nnc1-c1c[nH]c2ccccc12,1.2,-2,12,-23,-11,1.6,-57,-1.6,-9
COC1=C(Nc2ccccc2OC)C(=O)c2ccccc2C1=O,0.84,-2,6,16,-3,0.89,11,1.3,-1
O=C(c1ccc(Cl)cc1)C1CCN(C(=O)C2CC2)CC1,0.83,4,-15,17,0,0.95,5,0.2,1
CCOC(=O)c1sc(NC(=O)CSc2nnc(C(C)C)n2C)nc1C,1,-1,-8,-3,-3,0.98,2,-0.1,3
Cc1ccc(/C=N/N2CCN(c3ccc(Cl)cc3)CC2)o1,0.95,-1,-5,5,-9,1,-4,-5.0,-3

# Single records (already shown). Order of values: hIAP act, MIN6 prolif, ATG4B inhibitor, hIAP inh, APOBEC3G inh, mIAP activ, mIAP block, MPTP inh, A3A deaminase
# Cc1cccc(NCCC(=O)c2ccc(Br)cc2)c1 reads 0.91, -5, -5, 9, -10, 0.99, 1, 4.8, -9
# CC(OC(=O)C1CSC2(c3ccc(F)cc3)CCC(=O)N12)C(=O)NC(N)=O (configuration not stated) reads 0.93, -1, -1, 7, -7, 0.92, 8, 0.3, -3

# Further records:
SMILES,hIAP act,MIN6 prolif,ATG4B inhibitor,hIAP inh,APOBEC3G inh,mIAP activ,mIAP block,MPTP inh,A3A deaminase
O=C(O)c1ccc(Cn2cc(/C=C\[N+](=O)[O-])c3ccccc32)o1,1,0,3,-4,-3,1,-1,0.4,-2
CCc1cc(CNC(=O)c2ccc(OC)c(OC3CCN(C(C)C)CC3)c2)on1,1.2,-3,-4,-15,-5,0.97,3,0.7,-1
Cc1ccc(S(=O)(=O)NCCCCCC(=O)Nc2nccs2)cc1,1.1,1,-7,-12,2,1.1,-11,-1.1,5
CN1CC(=O)N(CC(=O)NCCc2ccc(F)cc2)c2ccccc2C1=O,0.98,-2,-8,2,-6,0.95,4,0.9,0
COc1cccc(-c2nc3n(n2)C(c2ccc4c(c2)OCO4)C(C(N)=O)=C(C)N3)c1 (configuration not stated),1.2,-3,2,-17,-11,1,-1,-0.3,-1
Oc1ccc(Br)cc1-c1nc2cnccn2c1NC1CCCCC1,1.1,-4,-7,-5,-4,0.99,1,16,-7
Cc1c(C(=O)NCc2ccccc2)cnn1-c1ccccc1,1.1,2,-10,-6,-2,0.95,5,-1.7,-3
COCCOC(=O)c1[nH]c2c(c1C)C(=O)CC(c1ccc(OC)cc1)C2 (configuration not stated),1.1,0,-9,-8,2,1.2,-16,0.2,0
CC(C)Oc1ccc(S(=O)(=O)N2CCOCC2)cc1NC(=O)C1CCCC1,1.1,-2,0,-10,-5,1.1,-6,-1.7,-5
NNC(=O)c1cccnc1Oc1ccccc1,1.1,0,6,-15,-9,0.93,7,2.1,-4
CCN(CC)c1ccc(N=Cc2ccccc2[N+](=O)[O-])cc1,0.9,0,55*,10,-3,0.87,13,2.1,8
CSCCC(NC(=O)OC(C)(C)C)C(=O)NC(CC(C)C)C(N)=O (configuration not stated),1.1,-3,-5,-15,-4,1.1,-8,0.4,-10
CNc1ccccc1NC(=O)C1CCCN1C(=O)OCc1ccccc1 (configuration not stated),1.1,-2,5,-10,-4,1,0,-1.8,-3
CCCC12CN3CC(C)(CN(C1)C3c1ccc(OC)cc1)C2=O (configuration not stated),1.1,-4,1,-6,-3,0.95,5,-3.2,5
CCC(C)(C#CCN1CCCCC1)OC(C)=O (configuration not stated),0.96,-4,-9,4,-7,0.99,1,-1.6,-1
Cn1c(N)c(C(=O)Nc2ccc3ccccc3c2)sc1=S,1,3,5,0,10,0.94,6,-1.3,2
CC1(C)NC(=O)N(CC(=O)OCC(=O)c2ccc(F)cc2)C1=O,0.98,-2,2,2,-2,1,-2,0.2,2
COc1ccc(/C=C/c2ccncc2)cc1OC,1,0,-6,0,0,0.95,5,0.5,2
Fc1ccc(CSc2nnc(Cc3sc(-c4ccccc4)nc3-c3ccccc3)o2)cc1,1.1,1,1,-10,1,1,-1,3.9,7
CC(=O)N(Cc1cccc(Br)c1)c1ccc(N2CCOCC2)c(Cl)c1,0.98,-2,3,2,-4,1,-1,1.7,-3
